# Bioassay records as filed in PubChem BioAssay.
# H69AR inhibit = growth inhibitors of human H69AR lung tumor cells | H69AR lung tumor viability, ATP luminescence, 72 h; hits give low values | 6% of 85,000 active | viability, % at 10 µM;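 active = viability at or below 40%; inactive = viability above 40%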;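 also: multidrug resistant small cell line overexpressing MRP-1 efflux transporter; 100% = mean luminescence of untreated control wells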
# F-actin modifier = cytoskeleton assembly modification | HUVEC TNFa F-actin phalloidin imaging, high content | inhibition, % at 2 µM | 0.18% of 91,000 active;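 active = inhibition above the batch mean plus 3 SD and confirmed as a hit by visual image inspection, cut at about 30% in these data, passing the limit was not always enough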; also: strong numbers were not always called active
# VCAM1 TNFa inh = reduces TNF alpha induced VCAM1 expression in HUVEC | inhibition, % at 2 µM | 0.48% of 95,000 active | HUVEC TNFa-induced VCAM-1 immunofluorescence, high-content imaging;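 active = inhibition above the batch mean plus 3 SD, with images confirmed as a hit by eye, cut at about 37% in these data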;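 also: 0% = TNF-stimulated DMSO wells and 100% = unstimulated control wells; not every result past the cut was called active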
# IL1B cytotox = toxic to HUVEC cells under IL-1B stimulation | HUVEC cell count loss, Hoechst imaging, IL-1B stimulated | AID 845 | 0.41% of 94,000 active | cell count reduction, % at 2 µM;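 active = cell count reduction more than 3 SD above the screen-wide mean, cut at about 70% in these data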;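 also: normalized per plate to untreated control cells as the no-loss baseline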
# Pyk2 oligo antag = Pyk2 (human) oligomerization antagonism; Q293 cells, Pyk2 FERM NanoBiT luminescence; hits give low values; z-score (the deposit names both 25 µM and 10 µM); 0.83% of 99,000 active; AID 1347419;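 active = Z-score of -3 or lower, scaled per plate to the spread of control and sample wells; inactive = z-score above -3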;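 also: negative z-score means lost luminescence so less FERM oligomerization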
# Fibroblast inh = blocks proliferation of human lung fibroblasts | AID 719 | viability, % at 10 µM | 1.1% of 85,000 active | LL 47 human lung fibroblast viability, ATP luminescence; hits give low values;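 active = viability at or below 50% in the single dose screen; inactive = viability above 50%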;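 also: compound exposure lasted 72 h before the ATP readout; 100% = median luminescence of untreated cell-only wells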
#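 Assay system: human lung fibroblast line LL 47, low passage. Input: 1,150 fibroblasts seeded per well. Times: overnight cell rest, 72 h compound treatment at 37 °C. Evaluation: % viability of median cell-only signal. Technique: luminescent ATP detection, CellTiter-Glo. Control set: cell-only wells, no compound.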
# HUVEC prolif 384 = inhibitors of human endothelial cell proliferation | 1.1% of 86,000 active | HUVEC proliferation, CellTiter-Glo luminescence, 72 h; hits give low values | viability, % at 10 µM (by protocol) | AID 648;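 active = viability at or below 30%; inactive = viability above 30%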;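 also: 100% = median luminescence of DMSO-only cell control wells on each plate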
# TNFa cytotox = HUVEC cytotoxicity counter-screen, TNF alpha stimulated. HUVEC TNFalpha-stimulated, Hoechst cell count, imaging. cell count reduction, % at 2 µM. 0.17% of 93,000 active. AID 848;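 active = cell count reduction exceeding the screen mean by over 5 SD, scaled to untreated wells per plate, cut at about 78% in these data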;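 also: cells counted after 24 h of TNF alpha exposure following the 1 h pretreatment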
# Smad3 FoxH1 inh = blocks human Smad3 binding to FoxH1 peptide. TR-FRET Smad3/Dy647-FoxH1 peptide binding, europium anti-His. inhibition, % at 25 µM. 0.29% of 88,000 active;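 active = compounds that reduce the energy-transfer binding signal between the protein and its labelled peptide by more than half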;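 also: 0% = Smad3 plus labelled peptide maximal FRET and 100% = peptide-only background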
# Target sequence (P84022 whole entry, looked up): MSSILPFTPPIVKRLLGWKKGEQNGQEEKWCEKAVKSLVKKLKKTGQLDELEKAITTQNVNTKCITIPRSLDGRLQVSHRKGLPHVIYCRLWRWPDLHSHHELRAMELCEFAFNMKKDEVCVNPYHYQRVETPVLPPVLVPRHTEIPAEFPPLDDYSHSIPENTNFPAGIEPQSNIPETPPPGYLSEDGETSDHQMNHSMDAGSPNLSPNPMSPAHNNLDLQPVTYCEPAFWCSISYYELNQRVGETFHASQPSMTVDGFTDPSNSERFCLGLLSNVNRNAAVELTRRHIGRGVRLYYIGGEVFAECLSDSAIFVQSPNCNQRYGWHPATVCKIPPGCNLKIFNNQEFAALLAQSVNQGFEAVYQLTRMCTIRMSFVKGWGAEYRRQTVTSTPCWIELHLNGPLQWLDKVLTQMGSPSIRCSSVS
# * hit, by the source's call; / = not tested or not shown; [ ] = remark or other dose. Only part of the results is shown; the hit share may differ from the screen's.
SMILES,H69AR inhibit,F-actin modifier,VCAM1 TNFa inh,IL1B cytotox,Pyk2 oligo antag,Fibroblast inh,HUVEC prolif 384,TNFa cytotox,Smad3 FoxH1 inh
Cc1ccc(S(=O)(=O)NC2=NCN(Cc3ccccc3)CN2)cc1,92,-30,24,-47,-0.02,100,91,-8,-2
COC(=O)c1sccc1NC(=O)c1cc2c(s1)CCCC2,78,13,40,-32,-2.2,99,78,0,9
Cc1nn(Cc2cccc(C(=O)N3N=C(C(F)F)CC3(O)C(F)F)c2)c(C)c1[N+](=O)[O-] (stereo not drawn),/,9,-4,8,-0.11,/,/,2,/
CCCCNC(=O)C(C#N)c1nc2ccccc2nc1N1CCCC1 (stereo not drawn),100,/,/,/,/,96,105,/,5
Cc1cccc(C)c1-n1nnnc1SCSc1nnnn1-c1c(C)cccc1C,78,1,-4,-3,-1.8,60,76,4,-2
COc1cccc(NC(=O)Nc2c(C)n(C)n(-c3ccccc3)c2=O)c1,91,-34,18,9,0.6,110,98,12,4
O=C(NCc1cccs1)C1CCN(S(=O)(=O)c2cccc3cccnc23)CC1,101,2,1,-20,/,102,107,-17,0
O=C(Cn1cnc2c(nnn2Cc2ccc(Cl)cc2)c1=O)NC1CCCC1,/,14,2,-3,0.28,/,/,-11,/
Cn1c(-c2ccc(Br)o2)nc2ccccc21,82,-14,-11,7,-0.14,84,71,-3,7
CCSc1cc(N2CCCC2)nc(-c2ccccc2)n1,/,8,-20,18,0.15,/,/,-9,/
Cc1ccc(C(c2ccc(C)o2)c2cccc([N+](=O)[O-])c2O)o1,96,-19,-5,3,-0.14,106,107,1,-3
O=C(NCc1cccs1)c1ccccc1C(=O)NCc1cccs1,76,-8,14,20,0.59,98,94,-28,-7
CC(=O)NCc1ccc2[nH]c(C)cc2c1,94,1,4,3,/,108,98,-38,-2
COc1ccc(NC(=O)CSc2nc3c(c(=O)n2-c2ccccc2)SCC3)c(OC)c1,8.2*,/,/,/,-2.3,76,70,/,0
O=C(O)c1ccc(COc2ccc3c4c(c(=O)oc3c2)CCC4)o1,92,22,-1,-5,0.13,103,112,10,16
CCOCCCNC(=O)c1ccc2c(c1)ncn2C1CCCC1,103,-17,23,8,1.2,104,90,21,3
Cc1cccc(C2CC(c3ccc(Cl)cc3)Nc3nc(N)nn32)c1 (stereo not drawn),100,4,17,-55,/,94,92,-14,10
COc1ccc(S(=O)(=O)NCc2cn3c(C)csc3n2)cc1F,84,-1,-8,11,/,102,104,9,-3
COC(=O)C1C(c2ccc(OC)c(OC)c2)NC(c2ccc(OC)c(OC)c2)C(C(=O)OC)S1(=O)=O (stereo not drawn),59,3,-16,-1,1.9,102,94,-29,1
CCNc1oc(-c2cccc3ccccc23)nc1C#N,79,-9,3,2,-0.22,96,98,/,-2
Cc1[nH]c2ccccc2c1C1(O)C(=O)N(C(C)C)c2ccccc21 (stereo not drawn),47,6,13,15,-0.79,91,92,-8,9
Cc1cc(C)n2cc(CSc3nnnn3C)nc2n1,90,-15,-4,-13,-0.37,96,93,1,5
COc1cccc(C2CC(=O)NC(SC)=C2C#N)c1 (stereo not drawn),97,/,/,/,/,96,89,/,-2
CCN1CCN(C(=O)c2ccc(CSc3ccc(C)cc3)cc2)CC1,/,23,6,7,-1.1,/,/,2,/
CC(NS(=O)(=O)c1ccc(Cl)cc1)C(=O)NCc1ccco1 (stereo not drawn),99,8,3,-24,1.7,107,104,-7,-13

# Next part
SMILES,H69AR inhibit,F-actin modifier,VCAM1 TNFa inh,IL1B cytotox,Pyk2 oligo antag,Fibroblast inh,HUVEC prolif 384,TNFa cytotox,Smad3 FoxH1 inh
COc1cc(OC)cc(C(=O)Nc2cccc(C(C)=O)c2)c1,78,-1,-1,3,0.06,103,95,-37,10
CCn1c(O)c(/C=N/N=C2CCCC2)c2ccc(C3=NNC(=O)CC3)cc21,/,14,16,10,-0.51,/,/,-4,/
CC(C)c1ccc(C(=O)N/N=C/c2cccc(Cl)c2Cl)cc1,/,-13,0,-35,-0.78,/,/,9,/
CC(=O)c1c(C)[nH]c(C(=O)OCC(=O)C(C)(C)C)c1C,84,-1,15,-6,1.5,92,79,-12,-5
CSc1ccccc1C(=O)NC1CCCCC1,90,-2,10,8,-0.13,101,84,6,-4
CC(C)(C)C1CCC2(CC1)Nc1cccc3cccc(c13)N2,97,-13,-6,9,-0.64,76,82,-9,11
Cc1ccccc1-n1c(SCC(N)=O)nc2sc(-c3ccccc3)cc2c1=O,/,15,2,-6,-2.8,/,/,-33,/
Cc1ccc(NCCC(=O)c2ccc(Cl)c(Cl)c2)cc1,/,15,-15,-8,0.58,/,/,-23,/
CCOc1cc(/C=C2\CCC/C(=C\c3cc(Cl)c(O)c(OCC)c3)C2=O)cc(Cl)c1O,/,-2,17,11,-3.6*,/,/,-10,/
Cc1c(C(=O)N2CC(C)OC(C)C2)oc2ccccc12 (stereo not drawn),95,/,/,/,-0.25,99,88,/,-4
CC(C)CNS(=O)(=O)c1ccc(CCC(=O)NCc2cccnc2)cc1,97,-14,-14,/,0.21,99,88,16,8
CCCCC(=O)Nc1ccc(C(=O)OC2CCCCC2)cc1,87,-7,9,14,-2.3,102,72,-8,-12
CNC(=O)c1cc2cc(OC)ccc2n1CCN(C)C,91,36,-5,2,0.47,97,95,0,13[fluorescence artefact?]
O=C(NC1CC2CCC(C1)N2C(=O)NCc1ccccc1)C1CC1 (stereo not drawn),101,-2,-76,-31,-0.22,100,100,-30,6
C=CCNC(=O)CN(c1cccc(Br)c1)S(C)(=O)=O,101,1,0,-10,-0.32,103,103,-40,9
Cc1ccc(C)c(N2CCN(C(c3ccncc3)c3nnnn3Cc3ccccc3)CC2)c1 (stereo not drawn),90,-2,10,-15,0.87,92,97,2,11
NC(=O)NC(Cc1ccccc1)C(=O)O (stereo not drawn),99,/,/,/,-0.5,102,104,/,17[fluorescence artefact?]
CCOc1ccc(OCC)c(NC(=O)CN2CCN(c3ccc(C)cc3C)CC2)c1,96,/,/,/,-0.11,100,100,/,-1
COc1ccccc1NC(=O)COC(=O)c1ccc(S(=O)(=O)NCc2ccco2)cc1,88,30,3,1,0.16,103,98,-24,-12
COc1ccc(-n2nc(C(=O)NCC(=O)Nc3cccc(C)n3)c3ccccc3c2=O)cc1,74,-12,7,-3,-1.2,97,78,-6,32[fluorescence artefact?]
C=CCn1c(-c2ccccc2)nc(=S)c2c1CC(C)(C)OC2,92,19,-11,/,0.31,97,104,-6,-1
O=[N+]([O-])c1cnccc1Nc1ccccc1,92,3,9,8,-0.6,103,96,-4,-9
COc1cccc(/C(O)=C2/C(=O)C(=O)N(c3ccccn3)C2c2ccc(OC)c(OC)c2)c1 (stereo not drawn),79,15,17,-56,0.22,101,91,-8,-8
CC1(C)CC(=O)C=C(NCCN2CCN(C(=O)Nc3ccc(Cl)c(Cl)c3)CC2)C1,84,22,-18,-4,-0.59,113,92,28,0
O=C(CCS(=O)(=O)c1cccc2nonc12)Nc1cccc2c1CCCC2,85,-1,0,-10,0.21,103,105,-6,0

# Fetched by compound from above (three):
SMILES,H69AR inhibit,F-actin modifier,VCAM1 TNFa inh,IL1B cytotox,Pyk2 oligo antag,Fibroblast inh,HUVEC prolif 384,TNFa cytotox,Smad3 FoxH1 inh
O=C(NC1CC2CCC(C1)N2C(=O)NCc1ccccc1)C1CC1 (stereo not drawn),101,-2,-76,-31,-0.22,100,100,-30,6
CC(=O)NCc1ccc2[nH]c(C)cc2c1,94,1,4,3,/,108,98,-38,-2
COc1ccc(NC(=O)CSc2nc3c(c(=O)n2-c2ccccc2)SCC3)c(OC)c1,8.2*,/,/,/,-2.3,76,70,/,0

# More results.
SMILES,H69AR inhibit,F-actin modifier,VCAM1 TNFa inh,IL1B cytotox,Pyk2 oligo antag,Fibroblast inh,HUVEC prolif 384,TNFa cytotox,Smad3 FoxH1 inh
COc1ccc(NC(=O)c2sccc2SCC#N)cc1,/,-2,-3,1,-0.56,/,/,0,/
COC(=O)c1ccc(/C=C/C(=O)c2ccc(OC)cc2)cc1,/,1,2,-33,-1.1,/,/,-5,/
O=C(C1CCN(S(=O)(=O)N2CCOCC2)CC1)N1CCc2ccccc21,91,64,-17,-11,/,97,105,9,8
Cc1ccc(-c2noc(CN3CCN(Cc4ccccc4)CC3)n2)cc1,/,2,-11,26,0.17,/,/,-16,/
CCc1c(C)nc2cc(-c3cccs3)[nH]n2c1=O,92,6,11,-2,2,100,96,-31,14
Cc1cc(C)n(C(=O)CNC(=O)COc2ccccc2)n1,86,-13,8,-16,2,102,98,-3,0
COCCNc1nc(SCC(=O)N2CCN(c3ccccc3OC)CC2)nc2ccccc12,/,4,15,-8,0.56,/,/,-21,/
CC1C(=O)C(C)C(c2ccco2)NC1c1ccco1 (stereo not drawn),97,/,/,/,-0.38,100,101,/,1[fluorescence artefact?]
COc1cc(-c2nc(-c3ccc(NC(=O)c4ccc(Br)o4)cc3)no2)cc(OC)c1OC,4.5*,-2,4,10,-1.8,92,32,-16,-10
CC(C)(C)C1CCc2[nH]nc(C(=O)O)c2C1 (stereo not drawn),89,5,-21,-69,-0.15,102,98,10,-4
Cc1c(Br)c([N+](=O)[O-])nn1C(C)C(=O)NCc1cccnc1 (stereo not drawn),80,/,16,-22,0.97,104,89,-52,-21
Cc1c(C(=O)OC2CCCC2C)[nH]c2c1C(=O)CCC2 (stereo not drawn),89,/,/,/,/,97,90,/,-14
COCCNC(=O)CSc1nc2ccccc2c(=O)n1CCCC(=O)NCc1ccccc1,104,21,-4,-21,1.4,95,97,-8,6
CSc1nnc(C2CCCN2)n1C (stereo not drawn),93,-7,4,14,1.3,105,93,-9,0[fluorescence artefact?]
Cc1occc1-c1nnc(SCC(=O)NC(=O)NC(C)C)n1N,101,32,-5,-18,0.89,99,94,-28,-5
COc1cc(OC)cc(C(=O)NC2CCSC2=O)c1 (stereo not drawn),95,15,4,15,-0.12,95,93,-19,-7
O=C(CC1SC2=NCCN2C1=O)Nc1ccc(Br)cc1 (stereo not drawn),102,-7,10,27,-0.1,93,87,22,7
CCN1CCN(Cc2nc3c(c(=O)n(C)c(=O)n3C)n2CC(=O)c2ccccc2)CC1,94,-3,16,-44,/,95,91,-7,-10
COc1cc(S(=O)(=O)N(Cc2ccccc2)Cc2ccccn2)ccc1-n1cnnn1,80,-6,-1,-33,-0.12,99,97,-3,2[fluorescence artefact?]
Cc1ccc(S(=O)(=O)n2cnc3cc([N+](=O)[O-])ccc32)c(C)c1C,/,7,-21,-67,-0.15,/,/,-11,/
CCC(C)(C)n1nnnc1C(c1cc2cccc(C)c2[nH]c1=O)N1CCN(C(=O)c2ccco2)CC1 (stereo not drawn),83,28,-1,-7,1.1,90,77,-12,7
CCc1c(C)nc(/N=C(/NC(=O)c2ccccc2)Nc2ccccc2OC)[nH]c1=O,90,2,1,-1,/,100,97,-18,0
CCCCCCCn1ccc(=N)cc1,60,-15,-14,-4,-0.22,84,68,-8,-8
Cn1c(C(=O)NCc2ccccn2)cc2c(=O)n(C)c3ccccc3c21,67,9,16,13,/,91,91,-18,6

# Look-ups from above:
# In IL1B cytotox, Cc1ccc(S(=O)(=O)n2cnc3cc([N+](=O)[O-])ccc32)c(C)c1C has the entry -67
# In IL1B cytotox, COc1cc(-c2nc(-c3ccc(NC(=O)c4ccc(Br)o4)cc3)no2)cc(OC)c1OC has the entry 10
# In IL1B cytotox, COc1ccc(NC(=O)c2sccc2SCC#N)cc1 has the entry 1
# In IL1B cytotox, CCCCCCCn1ccc(=N)cc1 has the entry -4
# In HUVEC prolif 384, Cc1cc(C)n(C(=O)CNC(=O)COc2ccccc2)n1 has the entry 98
# In IL1B cytotox, CCc1c(C)nc2cc(-c3cccs3)[nH]n2c1=O has the entry -2
